GCN5L2 inh: qHTS Assay for Inhibitors of GCN5L2; 390,000 tested, 0.21% active; Histone acetyltransferase KAT2A (Homo sapiens), Q92830; GCN5L2 HAT assay, ThioGlo1 CoA-SH fluorescence; Potency, µM (top dose mostly 58.9 µM), without a hit: at the top dose activity change, negative = inhibition, actives largely listed as inhibitors
Target sequence (Q92830 whole entry, looked up): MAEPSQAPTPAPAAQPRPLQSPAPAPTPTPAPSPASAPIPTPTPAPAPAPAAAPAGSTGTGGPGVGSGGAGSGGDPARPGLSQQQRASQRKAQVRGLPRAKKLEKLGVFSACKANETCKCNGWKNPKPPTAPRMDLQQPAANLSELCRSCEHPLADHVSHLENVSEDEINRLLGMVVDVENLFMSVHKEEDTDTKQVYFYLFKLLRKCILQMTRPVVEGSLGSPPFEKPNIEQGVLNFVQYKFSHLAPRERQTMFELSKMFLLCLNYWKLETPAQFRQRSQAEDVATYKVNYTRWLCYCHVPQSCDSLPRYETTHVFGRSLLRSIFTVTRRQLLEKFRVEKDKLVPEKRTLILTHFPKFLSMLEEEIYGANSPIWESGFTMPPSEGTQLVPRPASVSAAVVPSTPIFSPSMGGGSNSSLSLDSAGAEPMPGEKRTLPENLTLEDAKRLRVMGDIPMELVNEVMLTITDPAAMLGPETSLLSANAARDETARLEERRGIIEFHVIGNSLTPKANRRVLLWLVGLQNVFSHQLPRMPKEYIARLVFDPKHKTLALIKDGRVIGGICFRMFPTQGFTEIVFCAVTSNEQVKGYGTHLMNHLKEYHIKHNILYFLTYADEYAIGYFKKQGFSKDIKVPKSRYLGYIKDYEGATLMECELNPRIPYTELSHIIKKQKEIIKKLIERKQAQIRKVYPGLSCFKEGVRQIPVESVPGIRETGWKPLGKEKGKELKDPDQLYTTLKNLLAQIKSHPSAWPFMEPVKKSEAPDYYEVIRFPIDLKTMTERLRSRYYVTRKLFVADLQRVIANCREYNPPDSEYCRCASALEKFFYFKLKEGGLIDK
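ThioGlo1-coupled HAT assay: 20nM GCN5L2, 70uM acetyl-CoA, 75uM H3(1-25) peptide, pH 7.5. Fluorescence read at 340/540nm at start and after 20 min at room temperature.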
TDP1 cell noCPT: qHTS for Inhibitors of human tyrosyl-DNA phosphodiesterase 1 (TDP1): qHTS in cells in absence of CPT. Potency, µM (top dose mostly 46.2 µM), without a hit: at the top dose activity change, negative = growth inhibition, actives largely listed as inhibitors. AID 686978, 2013. DT40 Tdp1-/- hTDP1 cells, no CPT, ATP luminescence, 48 h. 420,000 tested, 15% active; note: nearly all actives have a fitted effect of over 55% in size
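Chicken DT40 Tdp1-/- cells stably complemented with human TDP1 were seeded at 400 cells/well with DMSO in place of 20 nM camptothecin. After compound pinning, cells grew at least 48 hr at 37 °C; viability read by CellTiter-Glo luminescence.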
DT40 TDP1 CPT: qHTS for Inhibitors of human tyrosyl-DNA phosphodiesterase 1 (TDP1): qHTS in cells in presence of CPT; chicken DT40 Tdp1-/-;hTDP1 cells + 20 nM CPT, ATP luminescence, 48 h; Potency, µM (highest dose often 46.2 µM), for the others: at the top dose activity change, negative = growth inhibition, hits mostly inhibitors; 420,000 tested, 12% active; AID 686979, 2013; note: nearly all actives have a fitted effect of over 55% in size
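Chicken DT40 Tdp1-/- cells complemented with human TDP1, 400 cells/well, exposed to compounds plus 20 nM camptothecin for at least 48 h at 37 C; viability read as ATP content by CellTiter-Glo luminescence.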
Active calls of the source: *; ? = inconclusive; . = no result given; & = joins results of further samples; [ ] = another dose, or the depositor's remark. Calls come from the whole dose curve; as a rule, active = well fitted curve in the direction sought with a large enough effect; inconclusive = small, poorly fitted or top-dose-only effect, or another doubt; inactive = no such curve, though single readings can be large; an effect the other way counts as inactive or inconclusive. % is set by controls: 0 for no effect and ±100 for the full control effect; potency is the fitted concentration of half-maximal effect.

SMILES	GCN5L2 inh	TDP1 cell noCPT	DT40 TDP1 CPT
O=C(Nc1ccc(C(=O)N2CCCCC2)cc1)c1cccs1	-3%	?	-17%
COc1ccc(OCC(=O)Nc2ccc3c(c2)nc2n3CCSC2)cc1	-1%	-29%	-29%
O=C1c2ccncc2C(=O)N1Cc1cccc(Cl)c1	6%	-9%	-12%
COc1ccccc1N1CCN(C(CNC(=O)c2ccc3c(c2)OCO3)c2cccnc2)CC1 (stereo unspecified)	-4%	?	?
O=C1NC[C@H](CCCCN2C[C@H](Cc3ccc(O)cc3)N(CCC3CCCCC3)C(=O)C2=O)N(CCC2CCCCC2)C1=O	.	-10%	-3%
CC1Cc2ccccc2N1C(=O)CSc1nnc(-c2ccc(S(=O)(=O)N3CCCC3)cc2)n1C (stereo unspecified)	-3%	?	?
CCCOC(=O)C1C2C=C[C@]3(CN(CCc4ccccc4)C(=O)[C@H]13)O2 (stereo partly specified)	-2%	-29%	-1%
COc1cccc(C(=O)O/N=C(\C)c2cnccn2)c1	-22%	11%	-13%
Cc1ccc(S(=O)(=O)c2cn(Cc3ccccc3F)c3cc4c(cc3c2=O)OCO4)cc1	-4%	?	5.8µM*
Cc1cccc2cc(COC(=O)C(C)(C)C)c(=O)[nH]c12	0%	-7%	-10%
CCC(CC)COC(=O)C1=C(C)NC(=O)NC1c1ccc([N+](=O)[O-])cc1 (stereo unspecified)	-3%	?	?
O=C(O)/C=C\c1ccccc1Oc1cccc(Cl)c1	-12%	-17%	9%
COc1ccc(-c2nc3cnc(Nc4cccc(OC)c4)nc3n(CCC#N)c2=O)cc1	?	-21%	-17%
CN(Cc1ccccn1)C(=O)CC1C(=O)NCCN1Cc1cccc(Oc2ccccc2)c1 (stereo unspecified)	-5%	-14%	-24%
COC(=O)C1CCN(S(=O)(=O)CCNC(=O)c2cccc(OC)c2)CC1	1%	5%	5%
Cc1cc2c(cc1S(=O)(=O)NCc1ccc(Cl)cc1)OCC(=O)N2	-3%	3%	-4%
CCOc1ccc(NC(=O)CSc2nnc(Cn3cnc([N+](=O)[O-])n3)n2CC)cc1	-3%	-4%	5%
COc1cc(OC)cc(C(=O)NCCc2csc(-c3ccc(C(F)(F)F)cc3)n2)c1	-22%	18µM*	?
CC(C)OC(=O)c1nnn(-c2nonc2N)c1CN1CCc2ccccc2C1	-15%	?	-25%
CCOC(=O)C1=CCN(S(=O)(=O)c2ccc(C)cc2)C1c1ccc(C)cc1 (stereo unspecified)	.	?	?
COc1cc2cnc(-c3ccccc3)c(C(=O)c3ccc(F)cc3)c2cc1OC	-14%	23µM*	18µM*
NS(=O)(=O)c1ccc(-n2cccc2C=O)cc1	2%	7%	0%
CC(O)CN(CC(C)O)c1ccc2c(c1)Cc1cc([N+](=O)[O-])ccc1-2 (stereo unspecified)	.	15µM*	18µM*
Nc1ncc(-n2cncn2)c(-c2ccccc2)n1	-6%	3%	10%
CCOc1ccc(NC(=S)NCCCn2ccnc2)cc1	3%	-7%	-20%
O=C(NCc1ccccc1Cl)c1cnc2ccccc2n1	1%	?	?
O=C(O)CCN1C(=O)/C(=C\c2cccc(OCC(=O)Nc3ccc(Cl)cc3)c2)SC1=S	-6%	?	?
COc1ccc(-c2cnc3c(NC(C)=O)cc(-c4ccsc4)cn23)cc1OC	.	21µM*	16µM*
CCOC(=O)C1C(c2cccs2)NC(=O)NC1(O)C(F)(F)F (stereo unspecified)	-3%	-14%	0%
CC(C)C(=O)Nc1nnc(Sc2ccc(N(C)C)cc2)s1	-11%	-19%	-1%
CCCCn1c(N)c(N(CC(C)C)C(=O)CC2CCCC2)c(=O)[nH]c1=O	-5%	-2%	-2%
Cc1ccccc1CNS(=O)(=O)c1ccc2c(c1)C(C)(C)C(=O)N2C	-6%	15%	0%
O=C(CN1C(=O)C2C3C=CC(C3)C2C1=O)Nc1cccc2c1CCCC2 (stereo unspecified)	50%[activator]	-28%	-10%
CCOC(=O)c1cccc(S(=O)(=O)N2CCOCC2)c1	-11%	-9%	15%
Cc1ccc(OCCOCCN2CCCCC2)c([N+](=O)[O-])c1	1%	0%	9%
CCOc1ccc(NC(=O)CN(C)c2ccc(S(=O)(=O)N(C(C)C)C(C)C)cn2)cc1OCC	.	?	?
NC(=O)SC/C(=N\S(=O)(=O)c1ccccc1)Nc1ccccc1	-3%	3%	-4%
CCc1ccc(NC(=O)CCc2ccc(CC)o2)cc1	-17%	-13%	-12%
Cc1ccc(NC(=O)/C(=C/c2cccc([N+](=O)[O-])c2)NC(=O)C2CCCCC2)c(C)c1	0%	?	?
O=C(Nc1cccc(NC(=O)C2CCCO2)c1)C1CCCO1 (stereo unspecified)	2%	19%	11%
O=C(O)CCCC(=O)OCCc1cc2ccccc2c(=O)o1	5%	-5%	-3%
CC1CC(=O)NC(=O)N1Cc1ccccc1 (stereo unspecified)	.	-9%	18%
COc1ccc(NC(=O)c2cccc(-c3ccc(O)cc3)c2)cn1	-9%	21µM*	15µM*
COc1cccc(NC(=O)CSCC(=O)Nc2ccccc2)c1	3%	4%	1%
Cc1nn(C(C)C(=O)NC2C(=O)N3C(C(=O)O)=C(CSc4nnnn4C)CSC23)cc1Cl (stereo unspecified)	-3%	-5%	-11%
CCCn1nc(NC(=O)c2ccco2)c2cc3ccc(C)cc3nc21	-5%	?	-27%
COc1ccccc1NC(=O)CSc1nnc(Cc2cccn2C)n1CCc1ccccc1	-5%	?	-28%
COc1ccc2c(c1)-c1nc(-n3ncc(C(=O)N(C)CC4CCCN(C)C4)c3C3CC3)ncc1CC2 (stereo unspecified)	.	-12%	16%
Cc1cccn2c(=O)c(C(=O)NCCCN3CCCCC3C)c(O)nc12 (stereo unspecified)	2%&-8%	9%&-27%	6%&-16%
NC(=O)c1c(NC(=O)c2ccc(F)cc2)sc2c1CCC2	4%	-25%	4%
More results follow:
SMILES	GCN5L2 inh	TDP1 cell noCPT	DT40 TDP1 CPT
Cc1cccc(Cn2c(CNS(=O)(=O)c3ccc(C(C)C)cc3)nc3cccnc32)c1	-3%	15µM*	?
C/C(=N\NC(=O)COc1ccccc1-c1ccccc1)c1ccccn1	-2%	2.6µM*	2.6µM*
CCCCNC(=O)[C@@](CC)(ONc1ccccc1C(F)(F)F)c1cccc2ccccc12	-8%	?	15µM*
Cc1[nH]c2ccc(F)cc2c1CCN(Cc1cccnc1)C(=S)NC(C)(C)C	28%	?	-15%
CNC(=S)Nc1cccc(C(=O)O)c1	-14%	-1%	-5%
CCn1c(COc2ccccc2)nnc1SCC(=O)NCc1ccco1	-4%	-37%	0%
Cc1nc(C)n(C(Oc2ccc(Cl)cc2Cl)C(=O)C(C)(C)C)n1 (stereo unspecified)	.	?	6%
O=C(Nc1c(F)cc(F)cc1Br)c1cc(-c2ccccc2)on1	-4%	?	-8%
CCCCC(=O)Nc1cc(Cl)ccc1C(=O)O	-8%	-7%	-14%
CCCCNC(=O)Cn1c(SCc2cccc(F)c2)nc2ccncc21	.	?	?
O=C1NC(Cc2ccc(O)cc2)c2nc3cc(F)ccc3c(=O)n2-c2cc3ccccc3cc21 (stereo unspecified)	.	7.3µM*	?
CCCCn1c(N)c(N(CC)C(=O)CSCc2c(C)noc2C)c(=O)[nH]c1=O	-15%	2%	13%
CC(C)(C)OC(=O)[C@H](Cc1ccccc1)NC(=O)c1nc[nH]c1C(=O)N1CCc2ccccc2C1	-24%	?	?
COc1ccccc1NC(=O)COC(=O)CC(C)(C)CC1=NS(=O)(=O)c2ccccc2N1	-6%&-1%	?	23µM*
COc1ccc(C(=O)N2CCC[C@@]3(CCN(C(=O)Nc4cccc(C#N)c4)C3)C2)cc1	-9%	-2%	-3%
Cc1ccc(C(=O)N2Cc3ccccc3CC2C(=O)O)cc1 (stereo unspecified)	-1%	-1%	-17%
COc1ccc(C2C(=O)N(C3CCC(C)CC3)CC(=O)N2C2CCCCC2)cc1OC (stereo unspecified)	-2%	?	?
COc1ccc(SCCc2nnc(-c3ccccc3)o2)cc1	29%	-16%	1%
O=C(CO/N=C/c1cccc([N+](=O)[O-])c1)NC1CCCCC1	15%	?	-4%
CC1CCCCC1NC(=O)CO/N=C/c1ccccc1OC(F)F (stereo unspecified)	1%	-23%	20%
COc1cccc(C=NNC(=O)C2CC2)c1	.	13%	9%
COc1ccc(-c2ccc([C@H]3[C@@H]4C=CCC[C@@]4(C)C(=O)N3Cc3ccccc3)c(F)c2)cc1	-21%	?	?
COC(=O)C1=C(C)NC(C)=C(C(=O)OC)C1C1CC=CCC1 (stereo unspecified)	-13%	-4%	-5%
NC(=O)C1CCN(CCCNC2CC(=O)N(Cc3ccc(N4CCCC4=O)cc3)C2=O)CC1 (stereo unspecified)	.	7%	0%
CCC(NC(=S)NCc1ccc(F)cc1)c1ccc(C(C)C)cc1 (stereo unspecified)	-6%	?	?
Cc1ccc(NC(=O)CN2C(=O)CN(C)C2=O)cc1S(=O)(=O)N1CCCCC1	1%	18%	14%
COc1cccc(C(=O)OCC(=O)NC(=O)NC2CCCC2)c1O	2%	-1%	3%
CCN(CC)CC(=O)Nc1c2c(nc3ccccc13)N(C)CC2	0%	-9%	-24%
COC(=O)c1sccc1NC(=O)c1cc(OC)cc(OC)c1	-6%	-26%	?
CC12CCC(=O)C=C1CCC1C2CCC2(C)C(C(=O)CO)CC(O)C12 (stereo unspecified)	.	1%	5%
CC(=O)Cn1c(C(F)(F)F)nc2ccccc21	-3%	-4%	2%
Cc1ccccc1CC(=O)NCC1CCCCC1	-3%	1%	34%
CNc1nc(Cl)nc2c1ncn2-c1ccccc1	.	-7%	10%
O=C(O)c1ccc(CSc2nnc(-c3ccc(Cl)cc3)o2)cc1	1%	3%	3%
N#CC1(Nc2ccc3ccccc3c2)CCCC1	.	-7%	14%
Cc1cccc(N2CCN(C(c3ccc(N(C)C)cc3)c3nnnn3C(C)(C)C)CC2)c1C (stereo unspecified)	4%	?	-11%
CCOc1ccc2nc(SCC(=O)NC(=O)NCc3ccco3)sc2c1	-5%	26µM*	?
CCOC(=O)c1sc2nc(SCC(=O)NCc3ccco3)n(Cc3ccccc3)c(=O)c2c1C	49%[activator]	?	-22%
O=C(C1=NN[C@@H]2C(=O)N(c3ccccc3C(F)(F)F)C(=O)[C@H]12)c1cnccn1	-4%	5%	-2%
O=C(CC1SC(=O)N(c2ccccc2)C1=O)Nc1ccccc1 (stereo unspecified)	?	-25%	16µM*
CCCC(=O)Nc1ccc(NC(=O)C23CC4CC(CC(C4)C2)C3)cn1	-2%	-24%	?
CN(C)N1C(=O)CC(NNC(=O)c2ccncc2)C1=O (stereo unspecified)	-2%	-20%	-12%
COc1ccc(S(=O)(=O)N2CCCCC2)cc1NC(=O)C1CC1C (stereo unspecified)	3%	-30%	-14%

Of the compounds above, 15 have fluorine:
SMILES	GCN5L2 inh	TDP1 cell noCPT	DT40 TDP1 CPT
Cc1ccc(S(=O)(=O)c2cn(Cc3ccccc3F)c3cc4c(cc3c2=O)OCO4)cc1	-4%	?	5.8µM*
COc1cc(OC)cc(C(=O)NCCc2csc(-c3ccc(C(F)(F)F)cc3)n2)c1	-22%	18µM*	?
COc1cc2cnc(-c3ccccc3)c(C(=O)c3ccc(F)cc3)c2cc1OC	-14%	23µM*	18µM*
CCOC(=O)C1C(c2cccs2)NC(=O)NC1(O)C(F)(F)F (stereo unspecified)	-3%	-14%	0%
NC(=O)c1c(NC(=O)c2ccc(F)cc2)sc2c1CCC2	4%	-25%	4%
CCCCNC(=O)[C@@](CC)(ONc1ccccc1C(F)(F)F)c1cccc2ccccc12	-8%	?	15µM*
Cc1[nH]c2ccc(F)cc2c1CCN(Cc1cccnc1)C(=S)NC(C)(C)C	28%	?	-15%
O=C(Nc1c(F)cc(F)cc1Br)c1cc(-c2ccccc2)on1	-4%	?	-8%
CCCCNC(=O)Cn1c(SCc2cccc(F)c2)nc2ccncc21	.	?	?
O=C1NC(Cc2ccc(O)cc2)c2nc3cc(F)ccc3c(=O)n2-c2cc3ccccc3cc21 (stereo unspecified)	.	7.3µM*	?
CC1CCCCC1NC(=O)CO/N=C/c1ccccc1OC(F)F (stereo unspecified)	1%	-23%	20%
COc1ccc(-c2ccc([C@H]3[C@@H]4C=CCC[C@@]4(C)C(=O)N3Cc3ccccc3)c(F)c2)cc1	-21%	?	?
CCC(NC(=S)NCc1ccc(F)cc1)c1ccc(C(C)C)cc1 (stereo unspecified)	-6%	?	?
CC(=O)Cn1c(C(F)(F)F)nc2ccccc21	-3%	-4%	2%
O=C(C1=NN[C@@H]2C(=O)N(c3ccccc3C(F)(F)F)C(=O)[C@H]12)c1cnccn1	-4%	5%	-2%

Bioassay records (PubChem BioAssay)

A portion of the library. The share of hits here may be higher or lower than overall.
